Compound activity from PubChem BioAssay.
HTR5A ag ctr = HTR5A agonism, opioid heterodimer counter-screen | P47898 | HTR5A agonist assay, luminescence, cell-based | activation, % at 9.3 µM | 340,000 tested, 0.61% active; in the data active means activation mostly above about 9.5%, no sharp cut-off; inactive means mostly below about 7.6%;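 further: 0% = cells with vehicle only and 100% = reference agonist; strong numbers were not always called active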
Target sequence (P47898 whole entry, looked up): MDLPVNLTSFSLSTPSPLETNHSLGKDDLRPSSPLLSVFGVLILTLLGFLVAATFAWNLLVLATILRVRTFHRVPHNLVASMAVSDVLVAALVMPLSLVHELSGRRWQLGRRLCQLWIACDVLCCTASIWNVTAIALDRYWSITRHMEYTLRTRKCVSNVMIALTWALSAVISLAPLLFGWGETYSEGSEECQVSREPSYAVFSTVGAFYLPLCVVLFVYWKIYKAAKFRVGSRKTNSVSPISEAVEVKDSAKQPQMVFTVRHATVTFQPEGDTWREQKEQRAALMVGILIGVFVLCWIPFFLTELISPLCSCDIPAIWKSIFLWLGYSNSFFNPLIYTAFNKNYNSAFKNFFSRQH
DAGLB inh = diacylglycerol lipase beta (human) inhibition; Q8NCG7; HEK293T DAGLB membrane lysate, EnzChek fluorogenic substrate; inhibition, % at 5.17 µM; 340,000 tested, 0.059% active; AID 504411; in the data active means inhibition above about 34%;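 further: 0% = enzyme with vehicle and 100% = wells lacking enzyme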
PKA-R1A activ = activators of PKA-R1A complex; P00514+P68181; PKA-R1A dissociation, Cy5-IP20 fluorescence polarization; scaled: DMSO 0%, 113 µM cGMP 100%; activation, % at 11.4 µM; 340,000 tested, 0.083% active; AID 504707;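 active means percent activation above the mean of all tested compounds plus 3 SD, cut at about 19% in these data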;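 further: higher means more PKAc released from R1A so a rise in polarization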
DSG3 Ab inh = inhibitors of pemphigus antibody binding to human desmoglein-3 | 310,000 tested, 0.48% active | DSG3-coupled beads, scFv-anti-DSG3-GFP binding, flow cytometry; hits give low values | binding (percent of control), % at 10 µM;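 active means binding more than 3 SD below its plate's average and above zero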;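 further: hits lower antibody fragment binding to DSG3; some compounds called inactive have numbers as strong as hits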
Arr AP2 block = blocks beta-arrestin peptide binding to AP2 adaptin; FITC-arrestin peptide / GST-AP2 beads, flow cytometry; AP2 beta2 appendage carries R879A mutation; inhibition, % at 10 µM; 340,000 tested, 0.31% active;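 active means inhibition above a set limit, near 3 SD of compounds lacking own fluorescence, cut at about 54% in these data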;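 further: plate controls were DMSO wells for no effect and 5 µM unlabelled arrestin peptide for full effect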
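System: GST-AP2 R879A bound to glutathione beads, E. coli-expressed. Also added: 50 nM FITC-arrestin peptide. Schedule: compound with beads 12 min RT, then probe 1 h RT. Signal: bead flow cytometry, FITC channel. Read-out basis: percent response.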
PKA-R2B activ = activators of human PKA-R2B complex. PKA-R2B holoenzyme dissociation, Cy5-IP20 fluorescence polarization; R2B truncated from residue 108, S112A mutant; 0% DMSO only, 100% 113 µM cGMP. activation, % at 11.4 µM. 340,000 tested, 0.079% active. AID 504700;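 active means activation above a cutoff set at the mean over all compounds plus 3 SD, cut at about 18% in these data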;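 further: higher means more holoenzyme dissociation and a rise in polarization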
Target sequence (P31323 whole entry, looked up, other chains not shown, the tested form may be a part): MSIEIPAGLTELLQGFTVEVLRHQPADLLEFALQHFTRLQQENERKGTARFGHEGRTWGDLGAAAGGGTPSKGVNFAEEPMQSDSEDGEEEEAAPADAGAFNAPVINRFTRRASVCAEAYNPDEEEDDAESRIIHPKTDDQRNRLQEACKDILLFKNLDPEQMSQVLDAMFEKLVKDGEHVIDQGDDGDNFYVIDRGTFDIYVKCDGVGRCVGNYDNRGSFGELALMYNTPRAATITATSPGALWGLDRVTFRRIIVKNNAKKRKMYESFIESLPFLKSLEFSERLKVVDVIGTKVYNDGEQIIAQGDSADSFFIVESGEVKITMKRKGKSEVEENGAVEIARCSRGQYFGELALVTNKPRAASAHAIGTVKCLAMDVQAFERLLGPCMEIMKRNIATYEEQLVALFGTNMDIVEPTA
V-ATPase pHluor = yeast V-ATPase proton transport regulation by pHLuorin; S. cerevisiae, pHLuorin cytosolic pH fluorescence; response, % at 10 µM; 350,000 tested, 0.37% active; AID 504577; in the data active means response mostly above about 7.3%, no sharp cut-off; inactive means mostly below about 5.4%; further: actives read high; inactives centre near 0; some compounds called inactive have numbers as strong as hits; reference of the scale not given here
OPRM1-OPRD1 ag = OPRM1-OPRD1 heterodimerization agonism; activation, % at 9.3 µM; cells, luminescence; P35372+P41143; 340,000 tested, 0.3% active; in the data active means activation above about 18%;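 further: 0% = vehicle-treated cells and 100% = reference agonist; values of inactives mirror those of a sister screen read the other way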
MOR-DOR inv ag = mu-delta opioid heterodimer inverse agonism | cell-based MOR-DOR heterodimer luminescence | inhibition, % at 9.3 µM | 340,000 tested, 0.21% active | AID 504357; in the data active means inhibition above about 22%, passing the limit was not always enough;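 further: 0% = cells with DMSO and 100% = wells without cells with DMSO; values of inactives mirror those of a sister screen read the other way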
HTR5A inv ctr = counter-screen for OPRM1-OPRD1 inverse agonists: human HTR5A inverse agonism | P47898 | HTR5A cell line, luminescence | inhibition, % at 9.3 µM | 340,000 tested, 0.083% active; in the data active means inhibition mostly above about 23%, no sharp cut-off; inactive means mostly below about 18%;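 further: 0% = cells with DMSO and 100% = no-cell wells with DMSO; some compounds called inactive have numbers as strong as hits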
Starred values were filed as active, the others as inactive.

`CCOc1ccnc2c1c(=O)n(Cc1cc(OC)cc(OC)c1)c(=O)n2C` gave HTR5A ag ctr -5, DAGLB inh -1, PKA-R1A activ 3, DSG3 Ab inh 97, Arr AP2 block -14, PKA-R2B activ 2, V-ATPase pHluor -1, OPRM1-OPRD1 ag -2.6, MOR-DOR inv ag 14 and HTR5A inv ctr -2.
Screening COc1ccc(/C=C/C(=O)OCC(=O)Nc2cccc(S(=O)(=O)NC3=NCCCCC3)c2)cc1 returned HTR5A ag ctr 2, DAGLB inh -2, PKA-R1A activ 4, Arr AP2 block -4, PKA-R2B activ -4, V-ATPase pHluor 2, OPRM1-OPRD1 ag -2.0, MOR-DOR inv ag 10 and HTR5A inv ctr -9.
CC(C)c1[nH]nc2c1C(Cc1ccccc1)C(C#N)=C(N)O2 (stereo unspecified) was read as HTR5A ag ctr 5, DAGLB inh 2, PKA-R1A activ -3, DSG3 Ab inh 104, Arr AP2 block 16, PKA-R2B activ -5, V-ATPase pHluor -4, OPRM1-OPRD1 ag 0.3, MOR-DOR inv ag -2 and HTR5A inv ctr -18.
CCC(C(=O)NC1CCCCC1)n1c(SCc2ccccc2F)nc2ccncc21 (stereo unspecified) was read as DAGLB inh 0, PKA-R1A activ 15, DSG3 Ab inh 105, Arr AP2 block -1, PKA-R2B activ 6 and V-ATPase pHluor -5.
`CCOC(=O)Cn1c(=N)n(CCOc2ccc(F)cc2)c2ccccc21` gave HTR5A ag ctr -3, DAGLB inh 3, PKA-R1A activ 7, DSG3 Ab inh 114, Arr AP2 block -3, PKA-R2B activ -3, V-ATPase pHluor 0, OPRM1-OPRD1 ag -3.0, MOR-DOR inv ag 15 and HTR5A inv ctr 6.
`Cc1ccc(N2CC(C(=O)NC3CCCCCC3)CC2=O)cc1` (stereo unspecified) gave DAGLB inh 1, PKA-R1A activ -7, DSG3 Ab inh 97, PKA-R2B activ 2 and V-ATPase pHluor -2.
Screening O=C(Nc1cccc([N+](=O)[O-])c1)N1CCN(c2ccccc2)CC1 returned HTR5A ag ctr 2, DAGLB inh -1, PKA-R1A activ 9, DSG3 Ab inh 80, Arr AP2 block 7, PKA-R2B activ 1, V-ATPase pHluor 4, OPRM1-OPRD1 ag 0.8, MOR-DOR inv ag -4 and HTR5A inv ctr -6.
For C#CCOCCOCCOCCNc1nc(N2CCOCC2)nc(N2CCN(C(=O)[C@H](C)n3cc(CCC(=O)O)nn3)CC2)n1 the results were HTR5A ag ctr 3, DAGLB inh 2, PKA-R1A activ -6, DSG3 Ab inh 101, Arr AP2 block -11, PKA-R2B activ 0, V-ATPase pHluor -6, OPRM1-OPRD1 ag -2.9, MOR-DOR inv ag 16 and HTR5A inv ctr -8.
Screening COc1cccc(C(=O)Nc2nc(C)cs2)c1 returned HTR5A ag ctr 0, DAGLB inh -2, PKA-R1A activ -3, DSG3 Ab inh 109, Arr AP2 block 5, PKA-R2B activ 7, V-ATPase pHluor 1, OPRM1-OPRD1 ag 2.0, MOR-DOR inv ag -12 and HTR5A inv ctr -9.
`COc1ccc(F)cc1C(=O)C1CCCN(Cc2c(C)n(C)n(-c3ccccc3)c2=O)C1` (stereo unspecified) gave HTR5A ag ctr 2, DAGLB inh -1, PKA-R1A activ -2, DSG3 Ab inh 101, Arr AP2 block 4, PKA-R2B activ -6, V-ATPase pHluor 0, OPRM1-OPRD1 ag 1.6, MOR-DOR inv ag -9 and HTR5A inv ctr -6.
For Cc1cc(=O)oc2c3c(cc(OCC(=O)Nc4ccc(CCO)cc4)c12)OC(C)(C)CC3 the results were HTR5A ag ctr -1, DAGLB inh -2, PKA-R1A activ 2, DSG3 Ab inh 101, Arr AP2 block 3, PKA-R2B activ 4, V-ATPase pHluor -1, OPRM1-OPRD1 ag -0.3, MOR-DOR inv ag 2 and HTR5A inv ctr 24.
`C/C(=N\NC(=O)c1cccs1)c1c(O)cc(C)oc1=O` gave HTR5A ag ctr 0, DAGLB inh 3, PKA-R1A activ 9, Arr AP2 block 10, PKA-R2B activ -5, V-ATPase pHluor 2, OPRM1-OPRD1 ag -3.4, MOR-DOR inv ag 18 and HTR5A inv ctr 1.
Screening O=C(c1ccc(CN2CCOCC2)cc1)N1CCN(c2cccc(Cl)c2)CC1 returned HTR5A ag ctr 3, DAGLB inh 5, PKA-R1A activ -5, DSG3 Ab inh 87, Arr AP2 block 8, PKA-R2B activ -8, V-ATPase pHluor -3, OPRM1-OPRD1 ag -0.1, MOR-DOR inv ag 1 and HTR5A inv ctr -8.
`Cc1cc(Cl)ccc1NC(=S)N1CCOCC1` gave HTR5A ag ctr -5, DAGLB inh 4, PKA-R1A activ -4, DSG3 Ab inh 98, Arr AP2 block -8, PKA-R2B activ -3, V-ATPase pHluor 11, OPRM1-OPRD1 ag -1.5, MOR-DOR inv ag 7 and HTR5A inv ctr 13.
For O=C(Nc1cc(C(F)(F)F)ccc1N1CCOCC1)c1cccc(S(=O)(=O)N2CCOCC2)c1 the results were DAGLB inh 0, PKA-R1A activ -2, DSG3 Ab inh 96, PKA-R2B activ 4 and V-ATPase pHluor -2.
COCCNC(=O)C1c2cc(OC)c(OC)cc2C(=O)N(C)C1c1cccnc1 (stereo unspecified) was read as HTR5A ag ctr 2, DAGLB inh -1, PKA-R1A activ 5, DSG3 Ab inh 101, Arr AP2 block 13, PKA-R2B activ -2, V-ATPase pHluor 4, OPRM1-OPRD1 ag -1.2, MOR-DOR inv ag 7 and HTR5A inv ctr 15.
Screening CNc1nc(-c2ccccc2)[n+](-c2ccc(C)cc2)s1 returned HTR5A ag ctr 0, DAGLB inh 0, PKA-R1A activ 15, DSG3 Ab inh 1.4*, Arr AP2 block 22, PKA-R2B activ 5, V-ATPase pHluor 0, OPRM1-OPRD1 ag -2.4, MOR-DOR inv ag 12 and HTR5A inv ctr 1.
Screening Cc1cc(C)c2c(=O)cc(C(=O)NCc3ccccc3)oc2c1 returned HTR5A ag ctr 5, DAGLB inh -4, PKA-R1A activ -12, DSG3 Ab inh 95, Arr AP2 block 1, PKA-R2B activ 2, V-ATPase pHluor -4, OPRM1-OPRD1 ag -0.6, MOR-DOR inv ag 3 and HTR5A inv ctr -17.
For Cc1cccc(S(=O)(=O)NC(Cc2c[nH]c3ccccc23)C(=O)O)c1 (stereo unspecified) the results were HTR5A ag ctr 4, DAGLB inh 2, PKA-R1A activ 10, DSG3 Ab inh 102, Arr AP2 block -10, PKA-R2B activ -2, V-ATPase pHluor 2, OPRM1-OPRD1 ag -0.4, MOR-DOR inv ag 2 and HTR5A inv ctr 3.
`CC1CCN(C(=O)C2COc3ccccc3O2)CC1` (stereo unspecified) gave HTR5A ag ctr -3, DAGLB inh -1, PKA-R1A activ 14, DSG3 Ab inh 102, Arr AP2 block 3, PKA-R2B activ -4, V-ATPase pHluor 6, OPRM1-OPRD1 ag -4.0, MOR-DOR inv ag 16 and HTR5A inv ctr 6.
For CC(=O)O/N=C(\N)c1ccc(-c2csnn2)cc1 the results were HTR5A ag ctr 7, DAGLB inh -1, PKA-R1A activ -10, Arr AP2 block 9, PKA-R2B activ 1, V-ATPase pHluor -1, OPRM1-OPRD1 ag -0.7, MOR-DOR inv ag 3 and HTR5A inv ctr -18.
`Cc1ccc(CNc2ccc(N3CCOCC3)c(Cl)c2)cc1` gave HTR5A ag ctr -2, DAGLB inh -1, PKA-R1A activ -2, DSG3 Ab inh 108, Arr AP2 block 2, PKA-R2B activ -3, V-ATPase pHluor 3, OPRM1-OPRD1 ag 2.9, MOR-DOR inv ag -16 and HTR5A inv ctr 7.
`CS(=O)(=O)N1CCC(Oc2cccc(C(=O)NCCCOc3cccnc3)c2)CC1` gave HTR5A ag ctr 1, DAGLB inh 0, PKA-R1A activ 6, DSG3 Ab inh 120, Arr AP2 block 23, PKA-R2B activ 2, V-ATPase pHluor -1, OPRM1-OPRD1 ag -1.6, MOR-DOR inv ag 9 and HTR5A inv ctr -5.
For COc1ccccc1C(=O)Nc1ccc(NC(=O)c2ccco2)c(C)c1 the results were HTR5A ag ctr 1, DAGLB inh 1, PKA-R1A activ -9, DSG3 Ab inh 95, Arr AP2 block -22, PKA-R2B activ 3, V-ATPase pHluor 2, OPRM1-OPRD1 ag -0.9, MOR-DOR inv ag 6 and HTR5A inv ctr -10.
For Fc1cccc(-c2csc(-c3ccno3)n2)c1 the results were HTR5A ag ctr 3, DAGLB inh -3, PKA-R1A activ -16, DSG3 Ab inh 112, Arr AP2 block 10, PKA-R2B activ -1, V-ATPase pHluor 6, OPRM1-OPRD1 ag 2.3, MOR-DOR inv ag -11 and HTR5A inv ctr 27.
For CCOC(=O)CNC(=O)CSc1nnc(-c2ccc(OC)cc2)n1CC the results were HTR5A ag ctr -1, DAGLB inh 0, PKA-R1A activ 1, DSG3 Ab inh 100, Arr AP2 block -2, PKA-R2B activ -4, V-ATPase pHluor -4, OPRM1-OPRD1 ag -1.6, MOR-DOR inv ag 8 and HTR5A inv ctr 5.
CS(=O)(=O)N(CC(=O)NCCC1=CCCCC1)c1cccc([N+](=O)[O-])c1 was read as HTR5A ag ctr -3, DAGLB inh 1, PKA-R1A activ -3, DSG3 Ab inh 102, Arr AP2 block 37, PKA-R2B activ -3, V-ATPase pHluor 4, OPRM1-OPRD1 ag -0.7, MOR-DOR inv ag 4 and HTR5A inv ctr 12.
`COCc1c(C(=O)N/N=C\c2ccccn2)nnn1-c1nonc1N` gave HTR5A ag ctr 2, DAGLB inh 0, PKA-R1A activ -7, DSG3 Ab inh 106, Arr AP2 block 36, PKA-R2B activ 4, V-ATPase pHluor 0, OPRM1-OPRD1 ag 0.0, MOR-DOR inv ag 0 and HTR5A inv ctr -6.
CCn1c(CNC(=O)COc2ccc(C(C)C)cc2)nnc1SCC(=O)Nc1ccccc1F was read as HTR5A ag ctr 5, DAGLB inh -2, PKA-R1A activ 0, DSG3 Ab inh 95, Arr AP2 block 17, PKA-R2B activ -11, V-ATPase pHluor 3, OPRM1-OPRD1 ag -0.8, MOR-DOR inv ag 5 and HTR5A inv ctr -5.
For CCOC(=O)[C@@H]1[C@H]2COc3cc(OC)ccc3[C@@H]2N2C(=O)N(c3cccc(C)c3)C(=O)[C@]12C the results were HTR5A ag ctr -3, DAGLB inh -10, PKA-R1A activ 6, DSG3 Ab inh 99, Arr AP2 block 14, PKA-R2B activ 2, V-ATPase pHluor -4, OPRM1-OPRD1 ag -1.6, MOR-DOR inv ag 9 and HTR5A inv ctr 1.
NNC(=O)Cn1cnc2ccccc21 was read as DAGLB inh 3, PKA-R1A activ 0, DSG3 Ab inh 106, Arr AP2 block -1, PKA-R2B activ -4 and V-ATPase pHluor 5.
For Cn1c(=O)c2c(nc(CN3CCN(c4ccccc4F)CC3)n2CCN2CCOCC2)n(C)c1=O the results were DAGLB inh 2, PKA-R1A activ -9, DSG3 Ab inh 96, Arr AP2 block 5, PKA-R2B activ -12 and V-ATPase pHluor 2.
`Cc1nccc2[nH]c(=O)c(C(=O)NC3CCCCC3C)cc12` (stereo unspecified) gave HTR5A ag ctr 8, DAGLB inh -1, PKA-R1A activ -4, DSG3 Ab inh 103, Arr AP2 block 22, PKA-R2B activ -5, V-ATPase pHluor 1, OPRM1-OPRD1 ag -2.1, MOR-DOR inv ag 12 and HTR5A inv ctr -21.
